Compound activity as filed in PubChem BioAssay.
Glyco luc inh: N-linked glycosylation inhibition; 0.23% of 360,000 active; AID 588692; D54 ERlucT glycosylation luciferase reporter, 24 h; percent of 100 nM tunicamycin response; reporter increase, % at 12.5 µM;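 active = mean luciferase reporter signal, scaled so untreated is 0 and the glycosylation-blocking control 100, at or above a set limit in every replicate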;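 also: luciferase carries N-glycosylation sites so blocking glycosylation raises the light; 0% = median of neutral control wells and 100% = median of 100 nM tunicamycin wells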
MC4R antag cAMP: blocks human MC4R cAMP signaling; AID 540295; MC4R-expressing cells, MTII-stimulated cAMP, LANCE TR-FRET; 0.48% of 360,000 active; P32245; inhibition, % at 6.5 µM;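 active = inhibition above its plate's cutoff, the mean of tested wells on that plate plus 3 SD, cut at about 29% in these data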;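 also: 0% = Melanotan II alone and 100% = Melanotan II plus saturating MCL0020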
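System: U2OS-MC4R stable cell line; Technique: Eu-cAMP/anti-cAMP TR-FRET, emission 671 nm; Repeats: single well per compound; Also added: Melanotan II; Dosing: one concentration, 6.5 µM nominal; Schedule: 30-min compound, 1-h challenge, 1-h detection, room temperature.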
H9c2 protect: myocardial damage modulation in H9c2 cells; protection from H2O2 cell death, % at 20 µM; 0.63% of 360,000 active; H9c2 cardiomyocytes, H2O2 injury protection, ATPLite, 2 h;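 active = compounds giving at least 50% protection of heart cells from peroxide-induced death in the single-dose screen, raw or plate-pattern-corrected value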;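 also: 0% = DMSO wells with peroxide and 100% = DMSO wells without peroxide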
ABHD5-PLIN5 inh: inhibitors of human ABHD5-perilipin-5 interaction; Q00G26+Q8WTS1; Split G. princeps luciferase complementation, luminescence, 4 h; inhibition, % at 4 µM; 0.78% of 360,000 active;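 active = inhibition above the mean inhibition across every tested compound plus 3 SD, cut at about 22% in these data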;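 also: 0% = DMSO only wells and the 100% control is not disclosed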
Target sequence (Q00G26 whole entry, looked up): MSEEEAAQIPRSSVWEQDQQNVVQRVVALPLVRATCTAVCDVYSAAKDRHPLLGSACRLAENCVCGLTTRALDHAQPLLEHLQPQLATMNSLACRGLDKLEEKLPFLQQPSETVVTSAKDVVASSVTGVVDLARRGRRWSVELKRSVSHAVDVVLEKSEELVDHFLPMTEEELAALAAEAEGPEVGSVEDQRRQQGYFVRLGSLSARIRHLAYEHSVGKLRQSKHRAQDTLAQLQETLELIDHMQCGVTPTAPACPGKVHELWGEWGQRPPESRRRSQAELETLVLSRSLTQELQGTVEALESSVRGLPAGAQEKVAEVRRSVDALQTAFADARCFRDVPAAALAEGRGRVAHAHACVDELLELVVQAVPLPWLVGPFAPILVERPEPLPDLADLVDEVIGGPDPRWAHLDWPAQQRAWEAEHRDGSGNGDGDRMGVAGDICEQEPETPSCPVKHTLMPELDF
Target sequence (Q8WTS1 whole entry, looked up): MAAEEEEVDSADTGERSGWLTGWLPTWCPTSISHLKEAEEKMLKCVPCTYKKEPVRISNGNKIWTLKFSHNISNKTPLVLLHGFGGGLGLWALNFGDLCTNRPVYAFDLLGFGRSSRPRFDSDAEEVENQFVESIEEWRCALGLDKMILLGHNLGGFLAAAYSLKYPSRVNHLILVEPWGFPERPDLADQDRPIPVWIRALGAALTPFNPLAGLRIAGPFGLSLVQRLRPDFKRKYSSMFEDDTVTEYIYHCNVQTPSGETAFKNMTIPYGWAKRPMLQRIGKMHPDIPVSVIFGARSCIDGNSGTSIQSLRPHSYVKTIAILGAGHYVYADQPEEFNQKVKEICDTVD
ABCB6 inh MLPCN: human ABCB6 transporter inhibition. K562-ABCB6 porphyrin accumulation, flow cytometry, 1 h; hits give low values. fluorescence ratio to DMSO, % at 10 µM. 0.19% of 360,000 active. AID 602162;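 active = fluorescence ratio to DMSO below 75%, the collection mean minus 3 SD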;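 also: signal is porphyrin accumulated inside mitochondria; 100% equals median channel fluorescence of DMSO control wells; lower ratio means ABCB6 inhibition with less porphyrin fluorescence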
PDI turbidity: inhibitors of human protein disulfide isomerase; P07237; PDI insulin aggregation turbidity, A650, 90 min; inhibition, % at 10 µM; 0.052% of 350,000 active;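 active = mean inhibition across replicates of 30% or more, whatever share of single replicates reach that level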;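 also: absorbance from insulin aggregation driven by PDI reduction with DTT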
m5-HT2A agonist: agonists of mouse serotonin 5-HT2A receptor (HTR2A). P35363. CHO-K1 mHTR2A beta-arrestin complementation, luminescence; percent of 30 µM serotonin response. activation, % at 7.6 µM. 0.66% of 360,000 active. AID 624169;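 active = activation above a run cutoff, the mean activation of all tested compounds plus 3 SD, cut at about 14% in these data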;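 also: 0% = plate median of compound wells and 100% = 30 µM serotonin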
CaV13 ICDI inh: Primary screen for inhibitors of IQ motif and Ca2+-dependent inactivation inhibitor domain binding in CACNA1D, Förster resonance energy transfer in living cells, … | HEK cells, CFP/YFP FRET ICDI-IQ, plate reader, 10 min; percent FRET-ratio fall versus neutral wells | inhibition, % at 12.3 µM | 0.098% of 340,000 active | AID 743397;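 active = mean replicate inhibition of at least 30% and at least 1% of replicates passing that level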;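 also: 0% = median of the neutral control wells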
Granule exo inh: lytic granule exocytosis inhibition | TALL-104 LAMP-1 surface exposure, flow cytometry; cells stimulated with thapsigargin and PMA | inhibition, % at 10 µM | 0.66% of 360,000 active | AID 651702;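 active = inhibition above about 55%, limit read from the data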
MC4R barr agon: human MC4R agonism via beta-arrestin. U2OS MC4R beta-arrestin complementation, luminescence; percent of melanotan II response, DMSO zero. 0.98% of 360,000 active. AID 540308. activation, % at 8.9 µM;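 active = activation above a per-plate cutoff, the mean activation of sample wells on that plate plus 3 SD, cut at about 8% in these data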
* marks the source's active call; other numbers are inactive results; · = no result given. An unsorted share of the library; 4.2% or so of the library scored in one or more.

Order of results – Glyco luc inh | MC4R antag cAMP | H9c2 protect | ABHD5-PLIN5 inh | ABCB6 inh MLPCN | PDI turbidity | m5-HT2A agonist | CaV13 ICDI inh | Granule exo inh | MC4R barr agon
> O=C(c1nn(-c2ccccc2)c(=O)c2ccccc12)N1CCN(c2ncccn2)CC1
    0 | -2 | 7 | 3 | 97 | -2 | -5 | -5 | -6 | -2.5
> Cc1ccc(S(=O)(=O)N2CCC(C(=O)NNC(=O)c3ccc(F)cc3)CC2)cc1
    -1 | 5 | 6 | -5 | 99 | -6 | -2 | 5 | -3 | -4.0
> COC(=O)N1N=C(c2ccccc2)CC1(O)C(F)(F)F (configuration not stated)
    -1 | 19 | 2 | 5 | 106 | 0 | 1 | -9 | 8 | 0.3
> CC(C)(C)c1ccc(C(=O)Nc2nnc(Cc3c[nH]c4ccccc34)s2)cc1
    -2 | 9 | -6 | -8 | 97 | 11 | 5 | -3 | -1 | 8.3*
> COc1cc(C(=O)N/N=C/c2ccc(OC)c(CN3CCN(c4ccc(F)cc4)CC3)c2)ccc1O
    3 | 18 | 12 | -1 | 97 | 5 | -7 | -7 | 10 | 0.6
> CCOC(=O)Cn1cnc(-c2ccc([N+](=O)[O-])cc2)c1
    -1 | -6 | -4 | 14 | 101 | 1 | 1 | -4 | 2 | 1.2
> COC(=O)c1ccc(OCC(O)CN2C(=O)NC(C)(C)C2=O)cc1 (configuration not stated)
    0 | 6 | 0 | -5 | 106 | 10 | 2 | · | 3 | -1.1
> OC(CNCCNc1ncccc1C(F)(F)F)COc1ccc(F)cc1 (configuration not stated)
    4 | -1 | -7 | 2 | 100 | 8 | -5 | -2 | 3 | 6.8
> CCOc1ccc(NC(=O)N2CCC(n3nnc4ccccc43)CC2)cc1
    2 | 14 | 2 | -3 | 99 | 1 | 2 | -7 | 4 | -1.7
> CC1(Oc2ccc(CC#N)cc2)CCN(Cc2ccccc2OC(F)F)C1 (configuration not stated)
    0 | 11 | 4 | 6 | 101 | -1 | -10 | -5 | 10 | 0.1
> O=C(NS(=O)(=O)c1ccccc1)c1ccccc1
    0 | 9 | 0 | 2 | 103 | -8 | -5 | -6 | -2 | -1.6
> COc1ccc(C(=O)c2c[nH]c3ccccc23)cc1
    -4 | -1 | -33 | 0 | 96 | -4 | 12 | -5 | -1 | -2.2
> CCOc1ccc(/C=N/Nc2ccc(C(F)(F)F)cc2[N+](=O)[O-])cc1O
    0 | -1 | -2 | 3 | 96 | -2 | 3 | -4 | -4 | -1.7
> CCn1c(SCC(=O)O)nnc1-c1ccccc1OC
    3 | -6 | 10 | 2 | 93 | 0 | 1 | 7 | -3 | -0.9
> O=C(COC(=O)Cn1ccc(=O)[nH]c1=O)Nc1ccc(F)cc1
    2 | 1 | 5 | 7 | 99 | 0 | -3 | -6 | -7 | -0.4

Already shown: 3 of the compounds above.
Order of results – Glyco luc inh | MC4R antag cAMP | H9c2 protect | ABHD5-PLIN5 inh | ABCB6 inh MLPCN | PDI turbidity | m5-HT2A agonist | CaV13 ICDI inh | Granule exo inh | MC4R barr agon
> CCOc1ccc(/C=N/Nc2ccc(C(F)(F)F)cc2[N+](=O)[O-])cc1O
    0 | -1 | -2 | 3 | 96 | -2 | 3 | -4 | -4 | -1.7
> CCn1c(SCC(=O)O)nnc1-c1ccccc1OC
    3 | -6 | 10 | 2 | 93 | 0 | 1 | 7 | -3 | -0.9
> O=C(COC(=O)Cn1ccc(=O)[nH]c1=O)Nc1ccc(F)cc1
    2 | 1 | 5 | 7 | 99 | 0 | -3 | -6 | -7 | -0.4

Carrying on.
Order of results – Glyco luc inh | MC4R antag cAMP | H9c2 protect | ABHD5-PLIN5 inh | ABCB6 inh MLPCN | PDI turbidity | m5-HT2A agonist | CaV13 ICDI inh | Granule exo inh | MC4R barr agon
> N#C/C(=C\c1ccccc1OCc1ccc(C(=O)O)cc1)c1ccccc1
    0 | -2 | 5 | 1 | 99 | 6 | -3 | -4 | -7 | -0.6
> O=C(Nc1ccc(NS(=O)(=O)c2ccccc2)cc1)c1ccccc1Cl
    -1 | 5 | -4 | 3 | 96 | 1 | -6 | -6 | -1 | 0.1
> COc1cc(-c2cnc3c(NC(C)=O)cc(-c4cccc(C(=O)NCCO)c4)cn23)cc(OC)c1OC
    9 | -20 | 30 | 6 | 94 | -10 | 2 | -6 | 2 | 2.5
> O=C(Nc1ccc(N2CCOCC2)cc1)c1nc2ccccc2s1
    -13 | 21 | -10 | 1 | 92 | -2 | -3 | -10 | 3 | -2.2
> CSC[C@H]1CN(c2ccc(Br)cc2)C(=O)[C@@H]1CC(=O)Nc1ccc(Br)cc1
    2 | 11 | -4 | -4 | 96 | 10 | 0 | -6 | -2 | 3.1
> CC1CC1C(=O)OCC(=O)Nc1ccc(Cl)cn1 (configuration not stated)
    -2 | 5 | 2 | -1 | 99 | -7 | 2 | -5 | 16 | -1.9
> COc1ccc(Nc2nc(NCCO)nc(N3CCCC3)n2)cc1
    4 | -1 | 0 | 9 | 93 | -3 | -2 | -5 | -3 | -0.8
> O=C1NC[C@H](c2ccccc2)OC(=O)[C@H](Cc2ccc(F)cc2)C/C=C\C[C@@H]1CC(=O)N(CCO)Cc1ccccc1
    0 | 16 | 30 | 1 | 97 | 9 | 5 | -10 | 11 | -0.8
> COc1ccc(N(CC(=O)NCCSCc2cccc(Cl)c2)S(C)(=O)=O)cc1
    -1 | -2 | 7 | 5 | 98 | -1 | -2 | -5 | 42 | 0.7
> COC(=O)c1ccc2c(c1)NC(=O)C(N1CCCCC1)S2 (configuration not stated)
    2 | 6 | -8 | -3 | 109 | 2 | 1 | -4 | 0 | 2.1
> COc1cc(OC)cc(C(=O)NC2CCN(CC(=O)Nc3cccc4ccccc34)CC2)c1
    -2 | 5 | 27 | 1 | 97 | -3 | -1 | · | 6 | -1.4
> COc1cc(CO)c(Br)cc1OCC(=O)Nc1ccccc1C
    1 | -2 | 8 | -1 | 98 | -1 | 0 | 3 | -1 | -0.4
> CC(=O)c1cccc2c(O)c(C3=Nc4ccccc4C3=O)[nH]c12
    11 | 3 | -16 | -41 | 99 | -4 | 0 | -5 | 3 | -0.8
> COc1cccc(N2CCN(C(=O)Cn3c(=O)oc4ccccc43)CC2)c1
    2 | -4 | 5 | 3 | 104 | -1 | -6 | -20 | -3 | -0.5
> CC1C(=O)N(Cc2cn(CCC3OCCCO3)nn2)CCS(=O)(=O)N1Cc1ccc(-c2ccc(Cl)cc2)cc1 (configuration not stated)
    -2 | 6 | 13 | 4 | 99 | 7 | -2 | -5 | -1 | 2.3

Looked up by structure from above:
Order of results – Glyco luc inh | MC4R antag cAMP | H9c2 protect | ABHD5-PLIN5 inh | ABCB6 inh MLPCN | PDI turbidity | m5-HT2A agonist | CaV13 ICDI inh | Granule exo inh | MC4R barr agon
> CC1C(=O)N(Cc2cn(CCC3OCCCO3)nn2)CCS(=O)(=O)N1Cc1ccc(-c2ccc(Cl)cc2)cc1 (configuration not stated)
    -2 | 6 | 13 | 4 | 99 | 7 | -2 | -5 | -1 | 2.3
> COc1cc(-c2cnc3c(NC(C)=O)cc(-c4cccc(C(=O)NCCO)c4)cn23)cc(OC)c1OC
    9 | -20 | 30 | 6 | 94 | -10 | 2 | -6 | 2 | 2.5
